TRPC6 act: mouse TRPC6 channel activation | Q61143 | HEK293-TRPC6 membrane potential dye fluorescence; active compounds read high | B-score at 10 µM | 310,000 compounds, 0.13% hits | AID 2550;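 active = B-score of the integrated fluorescence ratio above library mean plus 3 SD, and starting fluorescence ratio within library mean plus 5 SD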;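 also: higher score means more depolarization so channel activation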
TMEM16A inh: inhibitors of mouse TMEM16A calcium-activated chloride channel. Q8BHY3. HEK293 TMEM16A/YFP iodide influx fluorescence, ionomycin. normalized B-score (activity score, 25-100; higher = stronger inhibition) at 10 µM. 310,000 compounds, 1.2% hits. AID 588511;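 active = ratio plate-corrected score three or more library SD toward inhibition, starting fluorescence score within five deviations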;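 also: score derived from kinetic fluorescence span divided by baseline fluorescence per well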
MrgX1 antagonist: human MrgX1 receptor antagonism, primary screen. MRGX1-HEK293 calcium flux, Fluo-4, BAM8-22 antagonism; active compounds read low. B-score at 10 µM. 310,000 compounds, 1.3% hits. AID 588676;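 active = calcium-response B-score plate-corrected more than 3 library SD below zero, starting fluorescence within 5 deviations, no agonist response on first addition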;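 also: peak minus trough fluorescence over baseline after final BAM8-22 challenge near maximal dose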
Target sequence (Q96LB2 whole entry, looked up): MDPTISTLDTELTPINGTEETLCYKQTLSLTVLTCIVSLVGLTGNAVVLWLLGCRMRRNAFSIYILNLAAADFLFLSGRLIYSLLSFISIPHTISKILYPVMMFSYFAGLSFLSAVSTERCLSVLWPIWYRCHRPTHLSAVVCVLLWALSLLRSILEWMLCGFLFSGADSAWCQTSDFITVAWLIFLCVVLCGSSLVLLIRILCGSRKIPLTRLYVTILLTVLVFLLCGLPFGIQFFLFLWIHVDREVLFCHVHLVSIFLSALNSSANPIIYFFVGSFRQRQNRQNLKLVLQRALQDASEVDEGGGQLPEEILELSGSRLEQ
TRPC4 inh: inhibitors of mouse TRPC4 channel. Q9QUQ5. HEK293 TRPC4beta/mu-opioid, DAMGO-evoked Fluo4 calcium flux; active compounds read low. B-score at 10 µM. 300,000 compounds, 0.39% hits;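 active = B-score over 3 SD under the library average, no early fluorescence shift, positive overall ratio signal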
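test system = HEK293 cells with stable TRPC4beta plus mu-opioid receptor expression | detection = Fluo4 Ca2+ flux fluorescence | read-out = integrated fluorescence ratio relative to baseline, converted to per-well B score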
MrgX1 agonist: agonists of human MrgX1 receptor; 310,000 compounds, 0.44% hits; B-score at 10 µM; MrgX1-HEK293 cells, Fluo-4 calcium fluorescence, agonist mode; active compounds read high; AID 588627;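 active = calcium response B-score plate-corrected fluorescence ratio at least 3 library SD, with starting fluorescence B-score inside 5 SD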
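System – MrgX1-expressing HEK293 cells · Incubation – cells plated overnight, dye loaded 0.5 h 37 °C, 0.5 h room temperature · Technique – kinetic Fluo-4 NW fluorescence of intracellular calcium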
SKKanGAS inh: inhibitors of SKKanGAS S. pyogenes growth in kanamycin (SK-promoter or general growth effect); inhibition, % at 7.5 µM; 300,000 compounds, 1.3% hits; BacTiter-Glo, 6 h;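 active = mean replicate score, as percent of positive control median, at least 50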;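 also: strain carries kanamycin resistance gene driven by streptokinase promoter and grows in 40 µg/ml kanamycin; loss of luminescence reflects streptokinase promoter inhibition or plain growth inhibition; 0% = median of DMSO wells and 100% = positive control at its reference dose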
MrgX1 PAM: human MrgX1 positive allosteric modulation, primary screen; 310,000 compounds, 0.63% hits; Q96LB2; MrgX1-HEK293, Fluo-4 calcium flux, FDSS; active compounds read high; B-score at 10 µM;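 active = plate-corrected calcium response at least 3 library SD above typical, normal starting fluorescence, not activating the receptor alone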;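 also: compound read alongside a low EC10 to EC30 dose of BAM8-22 agonist; peak minus trough fluorescence over baseline measured at the second addition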
TRPC6 inh: mouse TRPC6 channel inhibition; Q61143; B-score at 10 µM; HEK293-TRPC6, membrane potential dye, ACh-evoked depolarization; active compounds read low; 310,000 compounds, 1.1% hits;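 active = B-score under library mean minus 3 SD, initial fluorescence not abnormally high, positive integrated signal ratio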;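 also: B-score derived from integrated fluorescence ratio over the kinetic read; more negative B-score means stronger inhibition of depolarization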
TRPC4 agonist: opens the mouse TRPC4 cation channel; Q9QUQ5; HEK293 TRPC4beta/mu-opioid, Fluo4 calcium fluorescence; active compounds read high; B-score at 10 µM; 310,000 compounds, 0.49% hits; AID 2237;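 active = B-score above 5 SD of library B-scores, and initial fluorescence ratio not above library mean plus 5 SD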;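 also: positive B-score marks a calcium rise read as TRPC4 activation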
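system = HEK293 cells stably co-expressing mouse TRPC4beta and mu-opioid receptor | schedule = Fluo4 dye loading 45 min at room temperature, 110 s recording | measure = B-scored integrated calcium fluorescence ratio | signal = Fluo4 calcium-sensitive dye fluorescence, kinetic, 1 Hz baseline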
ANO1 activ: activates or potentiates the mouse TMEM16A chloride channel | AID 623877 | HEK293 TMEM16A/YFP-H148Q/I152L, iodide quench fluorescence; active compounds read low | B-score at 10 µM | Q8BHY3 | 340,000 compounds, 0.3% hits;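 active = fluorescence-ratio B-score plate-corrected deviation score at least 3 library SD below zero, with starting fluorescence score within 5 deviations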;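 also: channel opened by trigger with iodide after compound preincubation; score built on the fluorescence ratio of max minus min over baseline; more negative score means more quench and so TMEM16A activation or potentiation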
TRPC4 potent: allosterically enhances the mouse TRPC4 cation channel | AID 2227 | B-score at 10 µM | HEK293 TRPC4beta/mu-opioid, DAMGO EC20, Fluo-4 Ca2+ flux; active compounds read high | 310,000 compounds, 0.42% hits | Q9QUQ5;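 active = B-score of calcium response area above 5 SD of library B-scores, with initial fluorescence ratio within 5 SD of library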;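 also: B-score of integrated fluorescence ratio over time as area under calcium response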
Starred values were filed as active, the others as inactive; i = inactive; x = no result given.

item	compound	TRPC6 act	TMEM16A inh	MrgX1 antagonist	TRPC4 inh	MrgX1 agonist	SKKanGAS inh	MrgX1 PAM	TRPC6 inh	TRPC4 agonist	ANO1 activ	TRPC4 potent
1	O=C(NCC(c1ccco1)N1CCN(c2ccccc2)CC1)C(=O)NC1CCCCC1 (stereo unspecified)	i	i	i	i	i	-18	i	i	i	i	i
2	Nc1ccc2oc(-c3ccccc3Cl)cc(=O)c2c1O	i	i	i	i	i	5	i	i	i	i	i
3	O=C(N/N=C/c1c[nH]c2ccccc12)c1cc(-c2cccc3ccccc23)n[nH]1	i	i	i	i	i	22	i	i	i	i	i
4	CC1CCN(C(=O)CSc2nc3[nH]ncc3c(=O)[nH]2)CC1	i	i	-6.4*	i	i	4	i	i	i	i	i
5	CCCn1c(SCC(=O)NC2CCCCC2)nnc1-c1ccco1	i	i	i	i	i	1	i	i	i	i	i
6	Cn1cccc1/C=N/NC(=O)Cc1cccc2ccccc12	i	i	i	i	i	-18	i	i	i	i	i
7	CC1CN(C(=O)c2ccc(S(=O)(=O)Nc3cccc(C(F)(F)F)c3)cc2)CC(C)O1 (stereo unspecified)	i	i	i	i	i	3	i	i	i	i	i
8	CN1CCC(N(C)S(=O)(=O)c2ccc(C(C)(C)C)cc2)CC1	i	i	i	i	i	2	i	i	i	i	i
9	COc1cc(Cn2c(=O)c3c(OC)c(C)cnc3n(C)c2=O)cc(OC)c1	i	i	i	i	i	-1	i	i	i	i	i
10	CCC(C(=O)Nc1ccc2c(c1)OCCO2)c1ccccc1 (stereo unspecified)	i	i	i	i	i	-4	i	i	i	i	i
11	O=C(CS(=O)(=O)c1c[nH]c2ccccc12)N1CCc2ccccc21	i	i	i	i	i	-5	i	i	i	i	i
12	CC(C)Nc1nc(NC(C)C)nc(OCCOC(=O)Nc2ccccc2)n1	i	i	i	i	i	-1	i	i	i	i	i
13	O=C(N/N=C/c1cc([N+](=O)[O-])ccc1O)c1cccc2ccccc12	i	i	i	i	i	94*	i	i	i	i	i
14	CCOC(=O)N1CCC(c2[nH][nH]c(=O)c2C)CC1	i	i	i	i	i	-2	i	i	i	i	i
15	COCCNC(=O)Nc1ccc2c(c1)N(C)C(=O)c1ccccc1S2	i	i	i	i	i	1	i	i	i	i	i
16	CCOC(=O)N1CCN(C(=O)c2ccc3c(c2)N(Cc2ccc(C)cc2)CCS3)CC1	i	25*	i	i	i	15	i	-7.3*	i	i	i
17	CCN(CC(=O)Nc1c(C(=O)OC)[nH]c2ccc(Cl)cc12)c1ccc2c(c1)OCO2	i	i	i	i	i	12	i	i	i	i	i
18	O=C(Cc1c(F)cccc1Cl)Nc1ccncc1	i	i	i	i	i	10	i	i	i	i	i
19	CN1CCN(CCCNC(=O)c2ccc(/C=C3/Sc4ccccc4N(Cc4cccc(Cl)c4)C3=O)cc2)CC1	i	x	x	i	x	35	x	i	i	i	i
20	COc1cc(C[C@@H](CO)[C@H](CO)Cc2ccc(O)c(OC)c2)ccc1O	i	i	i	i	i	-2	i	i	i	x	i
21	Cc1cccc(C(=O)N[C@H](C(=O)Nc2ncc(C)s2)C(C)C)c1	i	i	i	i	i	31	i	i	i	i	i
22	COc1ccc(-n2c(CNC(=O)COc3ccc(Cl)cc3)n[nH]c2=S)cc1	i	i	i	i	i	4	i	i	i	i	i
23	CC1CC(C)CN(C(=O)c2ccc(N3CC4CC(C3)c3cccc(=O)n3C4)c([N+](=O)[O-])c2)C1 (stereo unspecified)	i	i	i	i	i	-8	i	i	i	i	i
24	COC(=O)c1ccc(C(=O)OCCCc2nc3ccc(N)cc3[nH]2)cc1	i	i	i	i	i	0	i	i	i	i	i
25	O=c1c(C/C=C/c2ccccc2)c(O)ccn1Cc1cccc(Cl)c1	i	i	i	i	i	6	i	i	i	i	i
26	CSc1nc(Oc2ccc(=O)[nH]n2)nc(N(C)C)n1	i	i	i	i	i	3	i	i	i	i	i
27	CCSc1nnc(NC(=O)C2CCCCC2C(=O)OCC(F)(F)C(F)F)s1 (stereo unspecified)	i	i	i	i	i	-3	i	i	i	i	i
28	CC1CCCN(S(=O)(=O)c2cnc[nH]2)C1 (stereo unspecified)	i	i	i	i	i	1	i	i	i	i	i
29	O=C(Nc1ncc(Cc2cccc(Cl)c2)s1)c1cccs1	i	i	i	i	i	95*	i	i	i	i	i
30	O=C(NCC1CCC(C(=O)O)CC1)OCc1ccccc1 (stereo unspecified)	i	i	i	i	i	8	i	i	i	i	i
31	CC(=O)N1CCN(c2ccc(NC(=O)c3ccc4c(c3)OCCO4)cc2Cl)CC1	i	i	i	i	i	7	i	i	i	i	i
32	NC(Cc1ccc(O)cc1)c1cn([C@@H](CCC(=O)O)C(=O)N2CCNCC2)nn1 (stereo partly specified)	i	i	i	i	i	1	i	i	i	i	i
33	CCc1ccc(C(=O)NNc2ccc(F)cc2F)cc1	i	i	i	i	i	-8	i	i	i	i	i
34	O=C(NCc1ccco1)c1ccc(Cn2cc([N+](=O)[O-])cn2)o1	i	i	i	i	i	5	i	i	i	i	i
35	O=C(c1cccc(N2C(=O)C3C4C=CC(C4)C3C2=O)c1)N1CCCCCC1 (stereo unspecified)	i	i	i	i	i	-2	i	i	i	i	i
36	O=[N+]([O-])c1ccccc1/C=N/NC1=NCCN1	i	i	i	i	i	-1	i	i	i	i	i
37	Cc1ccc(C)c(NC(=O)c2cc(=O)c3ccccc3o2)c1	i	i	i	i	i	-6	i	i	i	i	12*
38	Cc1ccccc1OCCn1c(S(=O)(=O)O)nc2c(N)ncnc21	i	i	i	i	i	3	i	i	i	i	i
39	Cc1ccc(S(=O)(=O)Nc2ccnc(-c3cccnc3)n2)cc1	i	i	i	i	i	x	i	i	i	i	i
40	O=C(NNC(=S)NCc1ccccc1)c1cccnc1	i	i	i	i	i	2	i	i	i	i	i
41	N#C/C(=C/c1ccncc1)c1nc2ccccc2c(=O)[nH]1	i	i	i	i	i	-15	i	i	i	i	i
42	O=C(COC(=O)Cc1ccccc1F)Nc1ccc(F)cc1F	i	i	i	i	i	6	i	i	i	i	i
43	COc1ccc(-c2cc(-c3ccccc3)n[nH]2)c(O)c1	i	i	i	i	i	26	i	i	i	i	i
44	O=C(O)c1ccc(Nc2ccc(Cl)c(Cl)c2)c([N+](=O)[O-])c1	i	i	i	i	i	14	i	i	i	i	i
45	CCN1CCN(CC(=O)NC2CCCCC2)C(=O)C1=O	i	i	i	i	i	-4	i	i	i	i	i
46	CCS(=O)(=O)c1ccc(N)cc1	i	i	i	i	i	4	i	i	i	i	i
47	Cc1ccc(Nc2nnc(-c3ccc4c(c3)OCO4)o2)c(C)c1	i	i	i	i	i	-5	i	i	i	i	i
48	CN(Cc1ccccn1)C(=O)CC1C(=O)NCCN1Cc1cccc(Oc2ccccc2)c1 (stereo unspecified)	i	i	i	i	i	-4	i	i	i	i	i
49	Cc1ccc(C(=O)NNC(=O)CSc2nnc(-c3ccncc3)n2-c2ccc(C)cc2)cc1	i	i	i	i	i	6	i	i	i	i	i
50	CC(=O)N1CCN(CC(C)(C)NS(=O)(=O)c2ccc(C)cc2)CC1	i	i	i	i	i	-2	i	i	i	i	i

Further entries follow.
item	compound	TRPC6 act	TMEM16A inh	MrgX1 antagonist	TRPC4 inh	MrgX1 agonist	SKKanGAS inh	MrgX1 PAM	TRPC6 inh	TRPC4 agonist	ANO1 activ	TRPC4 potent
51	COc1ccc(N(CC(=O)Nc2ccc(C)c(C)c2)C2=NC3CS(=O)(=O)CC3S2)cc1 (stereo unspecified)	i	i	i	i	i	0	i	i	i	i	i
52	Cc1cc(-c2nnc(SCC(=O)Nc3ccc(Br)cc3F)n2N)n[nH]1	i	i	i	i	i	0	i	i	i	i	i
53	CCCN1CCN(CC(=O)Nc2nnc(CC)s2)CC1	i	i	i	i	i	-2	i	i	i	i	i
54	O=C(O)C1C2CCC(O2)C1C(=O)Nc1ccc(F)c(Cl)c1 (stereo unspecified)	i	i	i	i	i	0	i	i	i	i	i
55	CCN(CC)S(=O)(=O)c1cccc(-c2nnc(SCC(N)=O)n2C)c1	i	i	-6.7*	i	i	6	i	i	i	i	i
56	CCCCOC(=O)/C=C\C(=O)OCCCC	i	i	i	i	i	10	i	i	i	i	i
57	CC(=O)Oc1ccc(N(C(C)=O)S(=O)(=O)c2ccc3ccccc3c2)cc1Br	i	i	i	i	i	36	i	i	i	i	i
58	N#Cc1nc(COc2ccccc2F)oc1NCCc1ccccc1	i	i	i	i	i	5	i	i	i	i	i
59	CN(C)S(=O)(=O)NCCNc1ccc(C(F)(F)F)cc1[N+](=O)[O-]	i	i	i	i	i	5	i	i	i	i	i
60	COc1ccc(CNC(=O)C[C@H]2C(=O)N(CCc3ccccc3)C[C@@H]2Cc2ccccc2)cc1	i	i	i	i	i	6	i	i	i	i	i
61	CN1CCN(c2ccc(S(=O)(=O)N3CCCCC3)cc2NC(=O)Cc2ccc(Cl)cc2)CC1	i	i	i	i	i	-12	i	i	i	i	i
62	CC(=O)Nc1cccc(C(=O)OC2CCOC2=O)c1 (stereo unspecified)	i	i	i	i	i	-1	i	i	i	i	i
63	COc1cc(OC)cc(C(=O)NCC(=O)OCC(=O)Nc2cc(S(C)(=O)=O)ccc2Cl)c1	i	i	i	i	i	8	i	i	i	i	i
64	COc1ccc(CCNC(=O)CCC(=O)Nc2ccccc2[N+](=O)[O-])cc1OC	i	i	i	i	i	-5	i	i	i	i	i
65	NC(=O)c1nsc(C(=O)N(c2ccccc2)C(C(=O)NCC2CCCO2)c2ccc(F)cc2)c1N (stereo unspecified)	i	i	i	i	i	5	i	i	i	i	i
66	COc1cccc(CNC(=O)CCCc2cn(C)c3ccccc23)c1	i	i	i	i	i	-5	i	i	i	i	i
67	Cc1cccc[n+]1CC(=O)c1ccc2c(c1)OCCO2	i	i	i	i	i	-3	i	i	i	i	i
68	CCc1nc(SCC(=O)Nc2c(C)nn(C)c2C)c2cnn(-c3ccccc3)c2n1	i	x	x	i	x	14	x	i	i	x	i

Screening data (PubChem)
